M17LAP inhibition = P. falciparum M17LAP inhibitors, primary screen, biochemical, fluorogenic H-Leu-NHMec substrate, 1536-well (AID 1619); recombinant M17LAP, H-Leu-NHMec fluorogenic kinetic assay; higher % means a stronger effect; one-dose inhibition, % at 30 µM; IC50 in µM for titrated hits; 0.38% of 220,000 active;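 active = compound inhibiting the enzyme by more than half at any dose during confirmatory dose-response retesting; inconclusive = strong single-dose inhibitors picked by rank but not retested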;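 note: plate controls were full reaction with DMSO carrier for no effect and no enzyme background for full effect; strong numbers were not always called active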
XIAP displacement = XIAP antagonists, biochemical, IAP family, fluorescence polarization (AID 1018); XIAP BIR domain, fluorescence polarization peptide displacement; higher % means a stronger effect; displacement, % at 20 µM, or IC50 in µM where a hit was titrated; 0.007% of 200,000 active; in the data active = displacement above about 50%; note: a part of the inactive calls stands beside numbers as strong as those of hits
SIAH1 antagonists = Siah-1 peptide-binding antagonists, primary screen, biochemical, fluorescence polarization, rhodamine-plectin, uHTS (AID 1817); Siah-1 / rhodamine-plectin peptide fluorescence polarization; higher % means a stronger effect; displacement, % at 20 µM, or IC50 in µM where a hit was titrated; 0.02% of 290,000 active;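 active = displacement of at least 50% at 20 µM, with a fluorescence ratio check between 0.3 and a set limit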;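 note: plate controls were Siah plus tracer with DMSO for no effect and tracer alone without Siah for full effect; strong numbers were not always called active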
human PMI inhibition = MPI enzyme activity inhibition – biochemical, fluorescence intensity, coupled assay, primary screen (AID 1209); purified PMI enzyme, coupled fluorescence intensity; higher % means a stronger effect; 0.42% of 190,000 active; inhibition, % at 20 µM; hits with a dose series show IC50 in µM;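 note: plate controls were DMSO vehicle for no effect and wells lacking substrate for full effect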
Dynein transport = blocks dynein driven cargo transport along microtubules; AID 1381; 3617.4 mouse cells, GR-EGFP nuclear translocation imaging; test concentration mostly 20 µM; stimulated with dexamethasone, 1 µM; hits give low values; 0.47% of 220,000 active; z-score, hits read low;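 active = plate z-score of nuclear minus cytoplasmic receptor signal below a set negative limit, without overly bright fluorescence or cell loss, cut at about -3.5 in these data, passing the limit was not always enough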;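 note: z-score of nuclear minus cytoplasmic ring GR-EGFP intensity difference per well; some compounds called inactive have numbers as strong as hits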
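Also added: dexamethasone, 1.0 µM final. Medium: tet-free, stripped-serum medium. Detection: fixed, Hoechst-stained cells imaged at 10x for EGFP. Read-out: nuclear-to-cytoplasmic GR-EGFP distribution per well. Times: induction 48 h, compound 1 h, agonist 30 min.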
M1AAP inhibition = malaria alanyl aminopeptidase activity blockers – biochemical, fluorogenic H-Leu-NHMec substrate, 1536-well (AID 1445); recombinant M1AAP, H-Leu-NHMec fluorogenic kinetic assay; higher % means a stronger effect; inhibition, % at 30 µM, or IC50 in µM where a hit was titrated; 0.42% of 220,000 active;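 active = primary inhibition above the hit cutoff, then over 50% inhibition at one or more dose response concentrations, cut at about 23% in these data, passing the limit was not always enough; inconclusive = conflicting primary data, or primary hits not chosen for dose response; inactive = low primary inhibition, or under 50% at every dose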;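 note: plate controls were DMSO full reaction for no effect and no enzyme background for full effect; strong numbers were not always called active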
AID2073 = disruptors of CaV2.2 binding to Mint1 – biochemical, HTRF (AID 2073) | 0.19% of 290,000 active | HTRF protein-protein interaction, Mint1-CaV2.2; higher % means a stronger effect | one-dose inhibition, % at 20 µM; IC50 in µM for titrated hits; in the data active = inhibition mostly above about 51%, no sharp cut-off; inconclusive = no clear call, values can overlap the other calls; inactive = mostly below about 53%; note: some results filed as inactive read as strong as hits
PMI inhibition = human PMI inhibitors, high substrate, primary screen, biochemical, fluorescence intensity, high mannose 6-phosphate (AID 1220). recombinant PMI enzyme, coupled fluorescence intensity; higher % means a stronger effect. inhibition, % at 20 µM, or IC50 in µM where a hit was titrated. 0.66% of 190,000 active
LYP inhibition = inhibitors of LYP phosphatase, biochemical, fluorescence intensity, uHTS (AID 1779) | recombinant LYP phosphatase, fluorescence intensity; higher % means a stronger effect | 0.054% of 290,000 active | inhibition, % at 11.5 µM, or IC50 in µM where a hit was titrated;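 note: plate controls were vehicle with enzyme for no effect and no enzyme for full effect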
Dynein transport cytoplasmic EGFP = recorded beside Dynein transport, whose call it bears; z-score; measured here: cytoplasmic GR-EGFP intensity; hits give high values
Dynein transport nuclear GR-EGFP = second read-out of Dynein transport, no call of its own (marks repeat the call); z-score; measured here: nuclear GR-EGFP intensity;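 lower value marks the stronger effect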
Dynein transport cell count = second read-out of Dynein transport, no call of its own (marks repeat the call); z-score; measured here: cell count per field
Numbers without * were called inactive; u = inconclusive; x = not tested or not shown. Cut-off read from the data, not from the text of the source, unless noted: active = inhibition above about 50%; inactive = the rest.

SMILES | M17LAP inhibition | XIAP displacement | SIAH1 antagonists | human PMI inhibition | Dynein transport | Dynein transport cytoplasmic EGFP | Dynein transport nuclear GR-EGFP | Dynein transport cell count | M1AAP inhibition | AID2073 | PMI inhibition | LYP inhibition
Brc1ccc(OCCn2ccnc2)cc1 | 6% | -0.4% | -2% | -1% | -0.74 | -0.32 | -0.36 | 0.71 | 6% | 15% | -3% | -2%
CC1CCc2c(sc(/N=C/c3ccco3)c2C(N)=O)C1 (stereo unspecified) | -6% | x | -7% | x | 0.52 | -0.26 | 0.22 | 0.4 | -4% | -23% | x | -7%
CCOc1ccc(C(=O)NCCc2ccccc2)cc1 | -9% | -6.1% | 2% | -2% | -0.65 | 0.026 | -0.12 | 0.18 | 8% | 38% | -3% | -2%
CCOC(=O)c1[nH]c(C)c(C(=O)OCC(=O)N(C)C2CCS(=O)(=O)C2)c1C (stereo unspecified) | 4% | -4.9% | 3% | -1% | -0.53 | -0.28 | -0.17 | 0.079 | 5% | 0% | -4% | -5%
C/C=C/C=C/C(=O)Nc1cccc(C2=NOC3(C2)C[C@H](C(N)=O)N(C(=O)CC(c2ccccc2)c2ccccc2)C3)c1 (stereo partly specified) | -7% | x | 0% | x | -0.024 | -0.71 | 0.016 | 0.32 | 1% | 40% | x | 15%
CC1=NC(=O)C(N=Nc2cccc(C(=O)O)c2)N1c1ccccc1 (stereo unspecified) | 10% | -21% | 4% | 14% | -1.4 | -0.23 | -0.55 | 0.84 | 14% | 1% | -4% | 1%
O=C(/C=C/c1cccc(Cl)c1)Nn1c(-c2cccs2)nc2ccccc2c1=O | 4% | -6.8% | 3% | 21% | -0.3 | -0.28 | -0.11 | 1.1 | 10% | 13% | 11% | 12%
NC(=O)C1CCN(C(=O)COc2ccc(S(=O)(=O)NCc3ccccc3)cc2Cl)CC1 | 3% | -1.7% | 5% | -5% | -0.53 | -0.32 | -0.51 | 0.91 | 2% | -1% | -1% | -1%
Cc1c(OC(=O)CNC(=O)OC(C)(C)C)ccc2c3c(c(=O)oc12)CCC3 | -56% | -1.4% | 1% | 2% | -1 | -0.14 | -0.48 | 1.2 | 3% | 16% | -3% | 1%
O=c1[nH]nc(Cc2ccc(Cl)cc2)c2ccccc12 | 7% | -3.1% | -2% | 5% | 1.3 | -0.16 | 1.2 | -1.8 | -4% | -6% | 6% | -3%
Cc1ccc(CNC(=O)c2nn(C)c(C)c2[N+](=O)[O-])cc1 | 13% | 2.3% | 4% | 0% | 0.11 | -0.23 | -0.13 | -0.67 | -4% | 36% | -3% | -2%
Cc1c(NC(=O)C2CCN(S(=O)(=O)c3ccc(Cl)cc3)CC2)c(=O)n(-c2ccccc2)n1C | -3% | -2.4% | 6% | 6% | 0.85 | -0.24 | -0.58 | -0.11 | -1% | -6% | -1% | -6%
CC(C)C1C(C#N)=C(N)Oc2n[nH]c(-c3ccccc3)c21 (stereo unspecified) | 55% | -7.4% | 1% | 9% | -0.22 | -0.26 | 0.079 | -0.54 | 4% | 9% | 9% | 1%
C=CCN(c1ccccc1Cl)S(=O)(=O)c1cccc(C(=O)NCCc2ccc(OC)cc2)c1 | -2% | -9.5% | -2% | 21% | -0.43 | -0.22 | -0.48 | 0.68 | 1% | -5% | 14% | 3%
O=C1CSC(=Nc2cccc(Cl)c2Cl)N1Cc1cccnc1 | 4% | x | 16% | x | 0.36 | -0.27 | 0.03 | 0.27 | 1% | 6% | x | -3%
COc1ccc(-c2cc(-c3nnc(-c4ccncc4)o3)c3ccccc3n2)cc1 | 2% | -2.2% | 14% | 10% | 0.19 | -0.23 | 0.16 | -0.25 | 7% | 16% | 1% | -3%
Cc1c(/C(O)=C2/C(=O)C(=O)N(CCN3CCOCC3)C2c2cccs2)cnn1-c1ccccc1 (stereo unspecified) | 34% | -5.7% | -1% | -20% | -0.49 | -0.23 | -0.23 | 0.75 | 5% | -2% | -41% | -8%
Clc1cccc(CSc2nnc(-c3ccccn3)n2Cc2ccco2)c1 | 4% | -2.1% | 4% | 10% | -2.1 | -0.18 | -1.3 | 0.5 | 15% | -11% | 15% | 2%
CCN(CC)CCCNc1oc(-c2ccccc2[N+](=O)[O-])nc1C#N | 4% | x | -1% | x | 0.42 | -0.26 | 0.15 | -0.042 | 10% | -4% | x | -4%
O=C(Cn1c(=O)oc2ccccc21)Nc1ccc2c(c1)OCCO2 | 15% | -1.6% | 3% | 6% | 0.38 | -0.0015 | 0.16 | 0.62 | 7% | -6% | 5% | -6%
O=C(OCC(=O)c1ccc[nH]1)c1ccccc1 | 10% | -1.9% | 0% | -1% | 0.91 | -0.33 | 0.045 | -0.39 | 15% | 9% | 8% | -5%
CC1CCCN(c2ccc(C(=O)Nc3cccnc3)cc2[N+](=O)[O-])C1 (stereo unspecified) | 1% | -2.2% | 22% | -9% | 0.24 | -0.39 | -0.15 | 0.77 | 1% | -4% | -7% | 1%
CCOC(=O)C(=O)c1csc(NC(=O)CCSc2ccc(C)cc2)n1 | -5% | -2.4% | 7% | -10% | 1.5 | -0.25 | 0.61 | -0.54 | 0% | -10% | -14% | -6%
COc1ccc(S(=O)(=O)N(CC(=O)N2CCN(C)CC2)c2ccccc2)cc1OC | -7% | -8.5% | 2% | -10% | 2.5 | -0.31 | 1.2 | -0.42 | -1% | -5% | -7% | -2%
O=C(CN1CCOCC1)N1CCc2ccccc2C(c2ccccc2)C1 (stereo unspecified) | -1% | -8.5% | 3% | -11% | -0.56 | -0.2 | -0.37 | 0.44 | 0% | -6% | -20% | -4%
CCOCCn1c(CN(Cc2ccccc2)Cc2ccccc2)nc2c1c(=O)n(C)c(=O)n2C | 1% | -2.7% | -1% | 12% | -0.17 | -0.16 | 0.11 | -0.36 | 13% | 4% | 7% | 2%
CC1CCN(Cc2c(C(=O)O)nnn2-c2nonc2N)CC1 | 10% | -5.1% | 6% | -3% | -1.1 | -0.017 | -0.9 | 1.6 | 1% | -2% | 5% | -8%
CCOc1ccc2nc(SCCNS(=O)(=O)c3ccccc3)sc2c1 | 1% | -2.7% | 8% | 13% | -0.23 | -0.29 | -0.53 | 0.66 | 8% | -2% | 2% | -9%
COc1ccc(S(=O)(=O)N(C)C)cc1NC(=O)Cc1c[nH]c2ccccc12 | 4% | -2.4% | 7% | 6% | 1.6 | -0.27 | 0.13 | 0.25 | 4% | 13% | 20% | 5%
Cc1nn(-c2ccc(F)cc2)c(Cl)c1/C=C/C(=O)OCC(=O)Nc1c(F)c(F)c(F)c(F)c1F | 3% | -4.3% | 7% | -8% | -0.063 | -0.18 | 0.5 | 0.93 | 2% | -2% | 0% | 0%
COc1ccc(OC)c(C2=NO[C@@H]3C(=O)N(c4cc(Cl)ccc4OC)C(=O)[C@H]23)c1 | -8% | -5.5% | 0% | 12% | -0.52 | -0.13 | -0.31 | 0.59 | -1% | 1% | 8% | -6%
O=C(Nc1nnc(C2CC2)s1)C1Cc2ccccc2CN1S(=O)(=O)c1cccs1 (stereo unspecified) | -6% | -3.1% | 17% | -2% | -0.4 | -0.18 | -0.34 | 0.33 | 6% | 26% | 6% | 2%
Cc1ccccc1S(=O)(=O)c1cc2ccccc2nc1N | 2% | -4.8% | 9% | 5% | 0.45 | -0.3 | 0.91 | -0.91 | 13% | 7% | 10% | -4%
CCCC(=O)Nc1ccc(NC(=O)C2CC2)cn1 | 1% | -10% | 0% | 7% | -1.5 | -0.21 | -0.5 | 0.72 | -4% | 14% | 8% | 2%
COc1ccc(C2C=C(c3ccc(Br)cc3)Nc3nc(N4C(=O)CCC4=O)nn32)cc1 (stereo unspecified) | 8% | -4.4% | 6% | -25% | 0.045 | -0.21 | 0.031 | 0.51 | u | 30% | 1% | -3%
O=C(NNC(=S)Nc1ccc(Cl)c(Cl)c1)c1cccc([N+](=O)[O-])c1 | -5% | x | -3% | x | -0.088 | -0.035 | 0.41 | 1 | -8% | -14% | x | -3%
CCOC(=O)c1sc(NC(=O)c2ccc(OC)cc2)nc1C | 11% | -3.8% | 3% | -6% | -0.25 | -0.22 | -0.22 | 0.14 | -3% | 20% | -7% | -2%
Cc1nn(CC(=O)O)c(C)c1C | 0% | -4.5% | -2% | -3% | -0.61 | -0.088 | -0.34 | 0.75 | 3% | 2% | 1% | -14%
O=C(O)c1cc2cc(OCc3ccccc3)ccc2[nH]1 | -12% | -0.2% | 0% | -6% | -0.92 | -0.15 | -0.24 | 1.5 | 4% | 29% | -2% | -3%
Cc1sc(NC(=O)c2ccccc2)c(C(c2ccc(Cl)cc2)N2CCN(CCO)CC2)c1C (stereo unspecified) | -2% | -3.5% | -14% | 10% | -0.56 | -0.34 | -0.62 | 0.38 | 4% | -4% | 11% | 2%

An excerpt from above in order of their number in XIAP displacement, rising:
structure	M17LAP inhibition	XIAP displacement	SIAH1 antagonists	human PMI inhibition	Dynein transport	Dynein transport cytoplasmic EGFP	Dynein transport nuclear GR-EGFP	Dynein transport cell count	M1AAP inhibition	AID2073	PMI inhibition	LYP inhibition
CC1=NC(=O)C(N=Nc2cccc(C(=O)O)c2)N1c1ccccc1 (stereo unspecified)	10%	-21%	4%	14%	-1.4	-0.23	-0.55	0.84	14%	1%	-4%	1%
CCCC(=O)Nc1ccc(NC(=O)C2CC2)cn1	1%	-10%	0%	7%	-1.5	-0.21	-0.5	0.72	-4%	14%	8%	2%
Cc1ccccc1S(=O)(=O)c1cc2ccccc2nc1N	2%	-4.8%	9%	5%	0.45	-0.3	0.91	-0.91	13%	7%	10%	-4%
Cc1sc(NC(=O)c2ccccc2)c(C(c2ccc(Cl)cc2)N2CCN(CCO)CC2)c1C (stereo unspecified)	-2%	-3.5%	-14%	10%	-0.56	-0.34	-0.62	0.38	4%	-4%	11%	2%
Cc1ccc(CNC(=O)c2nn(C)c(C)c2[N+](=O)[O-])cc1	13%	2.3%	4%	0%	0.11	-0.23	-0.13	-0.67	-4%	36%	-3%	-2%
